From PubChem
KKLEB tox: counter-screen for CF NF-kB inhibitors: cytotoxicity. KKLEB CF airway cells viability, ATPlite luminescence, overnight; stronger effect = lower value; cells stimulated with P. aeruginosa culture filtrate. activity change (cytotoxicity), % at 5 µM. 360,000 compounds, 0.36% hits. AID 602141;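 active = corrected activity change at or below -50% at 5 µM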
Peg3 prom inh: Peg3 promoter activity inhibition | HeLa PEG-Prom luciferase reporter, luminescence, overnight | inhibition, % at 20 µM | 360,000 compounds, 1.7% hits | AID 588405;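 active = inhibition of at least 50% at 20 µM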
hiPSC survival: increases survival of single human iPS cells. hiPSC single-cell survival, ATPlite luminescence; 100% = ROCK inhibitor wells, 0% = DMSO. survival enhancement, % at 20 µM. 360,000 compounds, 0.044% hits; in the data active = survival enhancement above about 18%;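 note: cells exposed to compounds for 16 hours before the ATP read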
MITF TRPM1 inh: reduces MITF-dependent TRPM1 promoter luciferase signal; SK-MEL-5 TRPM1 promoter luciferase, 24 h; inhibition, % at 12.5 µM; 330,000 compounds, 0.83% hits;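 active = mean inhibition across replicates of 60% or more, whatever share of single replicates reaches that level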; note: values of inactives mirror those of a sister screen read the other way
EBV LMP1 NFkB: inhibitors of Epstein-Barr LMP1-induced NF-kappaB reporter; inhibition, % at 12.5 µM; 350,000 compounds, 0.69% hits; AID 504558; LMP1-induced NF-kappaB luciferase reporter cells, luminescence; in the data active = inhibition above about 41%;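 note: 0% = neutral control wells and 100% = reference inhibitor control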
NR2E3 ag-1: agonists of human nuclear receptor NR2E3. inhibition of corepressor binding, % at 4.78 µM. GST-NR2E3/biotin-RetCOR TR-FRET, 1536-well. AID 2300. Q9Y5X4. 320,000 compounds, 0.12% hits;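 active = percent inhibition above the cutoff of mean plus 3 SD of all tested compounds, set per screening campaign, cut at about 20% in these data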;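 note: 0% = DMSO wells and 100% = biotin wells as full block of FRET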
Target sequence (Q9Y5X4 whole entry, looked up): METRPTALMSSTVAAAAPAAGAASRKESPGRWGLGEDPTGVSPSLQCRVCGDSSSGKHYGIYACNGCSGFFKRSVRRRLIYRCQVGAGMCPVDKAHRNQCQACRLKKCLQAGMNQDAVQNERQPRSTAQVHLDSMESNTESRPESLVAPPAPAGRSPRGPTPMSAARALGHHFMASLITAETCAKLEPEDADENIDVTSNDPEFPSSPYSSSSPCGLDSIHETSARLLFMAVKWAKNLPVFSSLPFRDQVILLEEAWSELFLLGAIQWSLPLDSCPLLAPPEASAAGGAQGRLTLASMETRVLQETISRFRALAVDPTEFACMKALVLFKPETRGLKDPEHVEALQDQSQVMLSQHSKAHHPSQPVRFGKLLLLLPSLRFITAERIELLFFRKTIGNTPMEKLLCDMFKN
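System: GST-NR2E3 and biotin-RetCOR proteins; probe or stimulus: 7 nM biotin-RetCOR; doses: compound at 4.8 µM, single dose; schedule: Compound–protein incubation for 5 h at 4 °C; detection: time-resolved FRET; read-out: percent inhibition; controls: biotin wells as high control, 0.6% DMSO wells as low control; format: 1536-well plates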
HIF-2a block: HIF-2a inhibition. 786-0 RCC cells HIF-2a reporter, luciferase luminescence, overnight. 360,000 compounds, 0.72% hits. inhibition, % at 18.8 µM;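 active = inhibition of the luminescence signal of 40% or more relative to plate controls, in a single-dose primary screen at 18.75 µM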
Shn3 3UTR inh: inhibitors of Schnurri-3 3'UTR reporter in osteoblasts. inhibition, % at 12.5 µM. Clone20 osteoblast Shn3 3'UTR firefly luciferase, 24 h. AID 588674. 360,000 compounds, 0.52% hits;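 active = mean inhibition of at least 75% with every replicate also reaching 75%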;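 note: 0% = median of neutral control wells and 100% = pilot-screen positive control compound; some compounds past the cut are filed as inactive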
NR2E3 ag-2: agonists of human NR2E3 nuclear receptor. Q9Y5X4. CHO-S Gal4-NCOR/VP16-NR2E3 two-hybrid, luciferase. inhibition of corepressor binding, % at 3.98 µM. 360,000 compounds, 0.35% hits. AID 602229;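 active = inhibition above the mean of all tested compounds plus 3 SD, cut at about 70% in these data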;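 note: 0% = DMSO with NR2E3 transfected cells and 100% = cells lacking NR2E3 construct; higher means lower luciferase signal from less NR2E3 corepressor binding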
TRAIL sens C8: caspase-8 TRAIL sensitization. inhibition (viability loss, TRAIL sensitization), % at 10 µM. NB7+C8 cells + TRAIL, ATPlite viability luminescence. 360,000 compounds, 1% hits;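 active = compounds causing at least 50% loss of cell viability in the single-dose screen, relative to plate controls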
CF NFkB inh: cystic fibrosis NF-kB activation inhibition; KKLEB NF-kB-GFP reporter, PAF-induced, GFP fluorescence overnight; inhibition, % at 5 µM; 360,000 compounds, 0.86% hits;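 active = at least 50% inhibition at 5 µM, scaled per plate between neutral and stimulator controls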;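 note: PAF is a Pseudomonas aeruginosa culture filtrate used as stimulus; plate controls were PAF-stimulated DMSO wells for no effect and unstimulated DMSO wells for full effect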
* = called active by the depositor; · = not tested or not shown. Not all compounds are listed; rates above refer to the full screens.

Sample of the layout:
Compound	KKLEB tox	Peg3 prom inh	hiPSC survival	MITF TRPM1 inh	EBV LMP1 NFkB	NR2E3 ag-1	HIF-2a block	Shn3 3UTR inh	NR2E3 ag-2	TRAIL sens C8	CF NFkB inh
Cc1nc(CNS(=O)(=O)c2ccc(Br)cc2)cs1	-5.3	6.1	0.0	-3.9	8.2	0.8	24.6	-6.2	1.4	0.0	-8.8
CC(=O)c1ccc(NC(=O)c2sc3nc(C)c(C)c(C)c3c2N)cc1	-4.4	-262.1	-0.2	-51.5	-22.0	·	-160.4	-27.6	-124.2	4.9	-2.8

Results, previewed entries included:
Compound	KKLEB tox	Peg3 prom inh	hiPSC survival	MITF TRPM1 inh	EBV LMP1 NFkB	NR2E3 ag-1	HIF-2a block	Shn3 3UTR inh	NR2E3 ag-2	TRAIL sens C8	CF NFkB inh
Cc1nc(CNS(=O)(=O)c2ccc(Br)cc2)cs1	-5.3	6.1	0.0	-3.9	8.2	0.8	24.6	-6.2	1.4	0.0	-8.8
CC(=O)c1ccc(NC(=O)c2sc3nc(C)c(C)c(C)c3c2N)cc1	-4.4	-262.1	-0.2	-51.5	-22.0	·	-160.4	-27.6	-124.2	4.9	-2.8
CCc1nn2cc(C(=O)c3ccccc3O)cnc2c1-c1ccc(F)cc1	-0.9	7.1	1.2	-10.9	-1.9	6.7	0.7	10.1	-13.0	-12.7	1.5
CN(C)c1ccc(/C=N/NC(=O)c2ccc3c(c2)OCCO3)cc1	-1.9	-87.8	-0.5	-31.9	-3.9	-3.2	-138.7	-34.7	-84.8	36.3	-13.2
N#CCCn1ccc(NC(=O)c2ccc(Cl)cc2)n1	19.9	-22.6	0.3	-8.3	0.1	-1.1	-54.7	-10.6	-21.4	-6.9	-3.5
CCCn1c(NC(=O)c2ccc([N+](=O)[O-])o2)nc2ccccc21	1.1	27.5	-0.5	51.4	0.8	0.0	-19.4	8.7	8.1	18.4	-17.1
Cc1sc2nc(SCC(=O)N3CCCC3)[nH]c(=O)c2c1C	-7.5	3.1	-0.3	-12.9	-1.6	10.4	-0.9	-24.2	-3.3	5.8	14.0
Cc1cc(C)n(CC(O)CN(c2ccccc2)S(=O)(=O)c2ccccc2)n1 (configuration not stated)	-1.9	-1.6	1.8	2.2	-6.4	3.0	10.4	-13.0	4.4	18.3	3.4
O=C(C[C@@H]1C[C@H]2c3cc(NC(=O)Nc4ccccc4F)ccc3O[C@H]2[C@H](CO)O1)NCC(F)(F)F	26.7	16.3	2.3	·	6.0	·	4.9	13.7	2.6	17.8	-7.2
O=C(CSc1nnc(-c2ccccc2F)o1)N1CCNC1=O	4.8	-186.5	-0.5	-78.8	-29.9	-0.8	-217.3	-120.9	-114.1	8.6	-15.0
CCC(OC(=O)C1=Cc2ccccc2OC1)C(=O)NCc1ccco1 (configuration not stated)	6.1	14.7	3.2	1.9	1.2	1.0	5.6	11.9	26.6	-5.4	-12.0
CCCn1c(SCC(=O)NC(C)(C)C)nnc1C(C)C	2.1	3.3	-0.4	0.8	3.0	0.4	3.3	14.3	-21.9	1.7	-2.0
O[C@@H]1CN(CC2CCCCC2)[C@@H](c2ccc(Cl)cc2)C[C@H]1n1cc(C2CC2)nn1	-10.3	42.3	-1.8	·	-1.5	·	-0.1	41.5	1.1	11.2	13.0
O=C(N/C(=C\c1ccc([N+](=O)[O-])cc1)C(=O)N1CCOCC1)c1ccco1	-1.5	5.0	-0.5	-8.6	-3.8	2.1	10.7	-20.4	2.6	-13.8	3.7
O=C(OCCN1C(=O)c2cccc3c(N4CCOCC4)ccc(c23)C1=O)c1ccccc1Cl	-5.2	34.9	0.8	41.0	13.8	4.0	2.8	86.1*	51.8	1.1	10.3
COc1cc(C2C(C#N)=C(N)Oc3c2oc(CO)cc3=O)ccc1OC(C)C (configuration not stated)	8.3	10.3	2.4	4.4	0.1	-2.3	6.1	-5.2	-23.6	-8.2	3.5
CCO/N=C(/C)c1c(O)c(C)c(-c2ccccc2)n(-c2ccccc2)c1=O	-0.5	-4.8	-0.3	-7.2	5.2	1.7	12.4	1.9	18.1	-16.2	-4.5
COc1ccc(N/C=C/c2nc(SC)nnc2C)cc1	9.3	1.2	1.5	-2.4	-3.6	-3.7	-23.0	7.7	-34.0	6.0	-26.8
Cc1nn(-c2ccccc2)c(Cl)c1C1C(C#N)=C(N)OC2=C1C(=O)CC(C)(C)C2 (configuration not stated)	-0.7	14.8	0.9	21.4	2.3	-1.5	17.0	-0.1	-12.3	9.5	1.2
Cn1c(=O)n(C)c2cc(NC(=O)Cc3ccccc3[N+](=O)[O-])ccc21	15.3	4.8	-0.7	13.9	-8.8	1.4	3.1	0.5	23.3	-0.9	-19.3
CC(C)(C)NC(=O)C(c1ccc(O)cc1)N(C(=O)CCC(=O)Nc1nccs1)c1cccc(F)c1 (configuration not stated)	-0.7	8.4	3.1	11.3	-0.7	-0.9	23.3	-11.8	-26.6	-3.3	11.1
CC(Oc1ccccc1)C(=O)OCC(=O)NC(=O)NC1CCCCC1 (configuration not stated)	-0.9	2.2	0.5	-3.9	-0.4	-1.1	2.6	-10.3	-2.0	-8.8	12.7
COCn1c(-c2ccc(OC)c(OC)c2)nc2ccccc21	-6.9	-194.2	-0.4	-42.9	-15.9	-0.2	-151.2	-56.0	-64.4	14.4	-12.2
Cc1ccc(NC(=O)NCc2ccc3c(c2)OCO3)cc1	6.4	-96.6	1.7	-5.4	-8.4	3.3	-155.3	-21.8	-64.2	7.5	4.1
O=C(NCCc1ccccc1)C(c1ccc(F)cc1)N(C(=O)c1csnn1)C1CC1 (configuration not stated)	1.1	14.2	-0.2	-12.5	-3.6	2.8	14.8	-9.6	-7.1	-10.2	-4.6
O=C(COC(=O)/C=C/c1ccco1)NCc1ccc(Cl)cc1Cl	2.1	2.8	0.0	4.8	-0.5	·	2.9	14.1	-26.0	-22.0	-1.1
CC(=O)NC(CC(=O)Nc1ccc(S(=O)(=O)N2CCOCC2)cc1)c1ccccc1 (configuration not stated)	6.5	14.2	1.2	-10.5	2.8	·	1.9	-9.9	-2.5	3.2	4.7
O=C(Nc1nnc(-c2ccc(F)cc2)o1)C1CCCN1S(=O)(=O)c1cccs1 (configuration not stated)	4.4	-6.9	0.6	-1.7	5.3	-1.3	-2.1	-12.9	-30.8	-6.7	-12.0
Cc1ccc(-c2noc(CNc3ccccc3)n2)cc1	14.2	-150.0	-4.0	-48.1	-14.7	1.2	-209.6	-48.3	-39.1	-11.4	9.1
CC(C)C[C@H]1CN=C(N(C)C)N1CC1CCCCCC1	13.4	-9.3	-2.1	12.1	-8.4	0.9	-6.6	86.9*	-1.8	14.0	-1.9
O=C(C1CCCN(C2CC(=O)N(c3ccc(Cl)cc3)C2=O)C1)N1CCCC1 (configuration not stated)	11.6	11.7	-0.3	-0.4	5.1	·	9.2	14.1	-10.5	-4.7	-12.2
O=C1c2ccccc2NC(c2cccc(O)c2)N1NS(=O)(=O)c1ccccc1 (configuration not stated)	1.9	18.1	0.4	12.6	2.5	0.7	19.1	18.3	-16.9	1.8	8.2
CCc1ccccc1NC(=O)N1CCC(NC(=O)C(Cc2ccc(OC)c(OC)c2)NC(C)=O)CC1 (configuration not stated)	9.2	6.9	2.7	14.1	2.0	1.6	6.4	2.4	-5.5	12.6	-6.4
N/C(CN1CCCC1=O)=N\OC(=O)c1ccccc1Cl	14.3	-101.1	-2.0	-15.5	-4.8	-2.3	-28.8	-15.6	-50.2	15.4	-5.6
O=C1C(Cl)=C(N2CCCC2)C(=O)N1c1ccc(F)cc1	6.2	-15.7	0.1	-18.8	10.2	0.2	-2.2	-7.0	0.8	-12.6	-3.2
CNCc1nc2ccccc2[nH]1	-9.2	-2.4	1.5	6.6	1.5	0.4	15.9	1.4	0.6	1.3	7.1
N#CC1=C(N)SC(N)=C(C#N)C1c1cccc(O)c1	1.5	8.5	0.9	11.5	3.8	5.7	11.3	-11.0	-11.8	10.4	-0.8
Cc1oc(-c2ccccc2)cc1C(=O)NC(Cc1c[nH]c2ccccc12)C(=O)O (configuration not stated)	2.5	8.9	2.3	15.2	-11.9	1.9	6.7	3.4	-39.7	-11.8	-4.0
Cc1ccc(-n2c(SCC(=O)N3CCOCC3)nnc2-c2cccnc2)cc1	-0.4	-91.7	0.6	-30.2	-4.8	-0.5	-94.7	-14.5	-25.0	-4.9	8.3
CCOC(=O)N1CCN(CC(=O)Nc2sccc2C#N)CC1	11.0	0.1	1.5	-10.5	0.6	-0.4	3.5	-3.1	19.4	-9.1	-27.2
O=C(COC(=O)CNS(=O)(=O)c1ccc(Br)cc1Cl)NC1CCCC1	7.9	6.5	0.2	0.7	-2.6	5.1	3.4	-4.9	-8.3	23.0	19.1
CCCCOc1ccc(/C=C/C(=O)Nc2ccc([N+](=O)[O-])cc2C)cc1	3.7	20.0	2.4	0.4	5.2	1.6	10.6	-2.0	3.5	21.4	11.2
CSCCC(NC(=O)c1ccc(Cl)cc1Cl)C(=O)N(C)Cc1nc2ccccc2c(=O)[nH]1 (configuration not stated)	2.2	23.2	1.0	3.5	-1.4	·	1.8	10.8	5.9	18.9	4.1
CCOc1ccc(CN2CCN(C3CCC3)CC2CCO)cc1 (configuration not stated)	-0.5	6.6	0.0	1.5	0.3	1.4	17.4	0.1	-8.3	-24.0	4.2
Cc1cccc(-c2ncc(CN3CCN(CC(C)C)C(CCO)C3)cn2)c1 (configuration not stated)	6.9	-22.1	-0.3	-2.4	0.9	1.0	-30.3	8.3	-4.9	4.8	7.2
CC(Oc1ccccc1)C(=O)Nc1ccc(S(=O)(=O)NCC2CCCO2)cc1 (configuration not stated)	11.6	10.4	-0.4	10.0	9.3	0.0	-18.2	12.4	6.1	10.0	2.8
COc1ccccc1N1C(=O)C(Cl)=C(Nc2ccccc2O)C1=O	2.5	-136.5	0.4	-4.7	-1.9	·	-99.8	-20.6	-41.9	3.2	-19.4
O=C(NCCC1=CCCCC1)C1CCN(S(=O)(=O)c2cccc3cccnc23)CC1	0.5	-33.8	-2.3	-24.7	-12.4	1.4	-45.5	-10.0	-5.3	-10.3	3.0
O=C(NCc1ccccc1)c1cccc(S(=O)(=O)NCc2ccccc2)c1	-3.9	22.5	5.4	0.8	1.5	2.0	28.5	3.7	6.5	6.0	1.0
COc1cc(S(=O)(=O)N2CCN(C)CC2)ccc1Cl	-8.7	-9.1	-0.5	4.2	4.3	2.1	-3.3	-3.1	-2.5	-13.5	4.3
CC(CCc1ccccc1)NC(=O)c1ccccc1F (configuration not stated)	-3.2	3.9	1.6	8.3	-0.6	2.5	-12.8	12.3	-4.8	7.8	2.1
CCSc1nnc(NC(=O)c2ccc3c(c2)OCO3)s1	-13.7	-258.4	0.5	-55.4	-12.1	5.2	-227.4	-10.6	-90.5	14.3	6.6
CCCOc1ccc(Oc2cc(C)nc(SC)n2)nn1	-11.5	11.3	-1.3	13.4	-2.3	2.0	12.2	-2.0	-1.7	-9.4	-0.7
